Assay outcomes: PubChem, Sanford-Burnham Center for Chemical Genomics
TNAP inh Pi: human TNAP enzyme inhibitors, primary screen, biochemical, colorimetric, phosphate release readout; Alkaline phosphatase, tissue-nonspecific isozyme (Homo sapiens), P05186; purified TNAP, pNPP, malachite green phosphate absorbance; inhibition, % at 20 µM; 21,000 tested, under 10 active
Target sequence (P05186 whole entry, looked up): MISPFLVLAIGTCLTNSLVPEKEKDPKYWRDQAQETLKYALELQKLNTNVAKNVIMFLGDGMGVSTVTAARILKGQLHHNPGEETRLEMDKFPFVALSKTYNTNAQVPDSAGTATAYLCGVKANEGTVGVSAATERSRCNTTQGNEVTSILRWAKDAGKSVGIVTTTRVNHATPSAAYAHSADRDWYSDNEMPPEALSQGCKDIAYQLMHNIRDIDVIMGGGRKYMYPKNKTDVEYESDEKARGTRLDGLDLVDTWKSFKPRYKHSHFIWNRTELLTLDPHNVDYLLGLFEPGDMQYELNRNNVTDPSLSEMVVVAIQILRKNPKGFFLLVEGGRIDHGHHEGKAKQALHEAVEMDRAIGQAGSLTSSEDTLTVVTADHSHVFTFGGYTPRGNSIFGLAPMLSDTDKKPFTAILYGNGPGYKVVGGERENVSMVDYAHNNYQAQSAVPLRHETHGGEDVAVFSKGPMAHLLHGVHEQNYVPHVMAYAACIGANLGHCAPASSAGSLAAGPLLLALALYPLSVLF
TNAP inh pNP: human TNAP enzyme inhibitors, primary screen, biochemical, colorimetric, p-nitrophenol readout; Alkaline phosphatase, tissue-nonspecific isozyme (Homo sapiens), P05186; purified TNAP, pNPP hydrolysis, absorbance 405 nm; inhibition, % at 20 µM; 21,000 tested, under 10 active; AID 615, 2007;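 further: 0% = DMSO only wells and 100% = 1 mM levamisole wells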
An asterisk follows results filed as active.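 How the source made its calls: active means inhibition above 50% at the 20 µM single-dose screen; inactive means the rest.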 These rows are one share of the data; count on the stated rates, not on these rows.

A first look (four entries):
SMILES	TNAP inh Pi	TNAP inh pNP
O=C1Nc2ccccc2C12OCCO2	0	0
C/C(=N\O)c1ccc(N2C(=O)C3CC=C(Cl)CC3C2=O)cc1 (stereo unspecified)	5	0
CCCCn1c(-c2ccc(Cl)cc2)nc2c(=O)n(C)c(=O)[nH]c21	10	5
CCn1c(SCC(=O)C(C)(C)C)nnc1-c1ccccn1	7	3

The list itself (from the top)
SMILES	TNAP inh Pi	TNAP inh pNP
O=C1Nc2ccccc2C12OCCO2	0	0
C/C(=N\O)c1ccc(N2C(=O)C3CC=C(Cl)CC3C2=O)cc1 (stereo unspecified)	5	0
CCCCn1c(-c2ccc(Cl)cc2)nc2c(=O)n(C)c(=O)[nH]c21	10	5
CCn1c(SCC(=O)C(C)(C)C)nnc1-c1ccccn1	7	3
CCCC(=O)Nc1cccc(-c2nc3ccccc3o2)c1	-24	2
CCCSc1nc2c(c(=O)n(C)c(=O)n2C)n1Cc1ccc(C)cc1	2	0
CCCOc1ccccc1-c1nc(SCCC(=O)O)n[nH]1	6	-1
CC(C)OCCCNc1ncnc2c1[nH]c1ccccc12	7	6
c1ccc(C2C3=C(Nc4ncnn42)c2ccccc2CCC3)cc1 (stereo unspecified)	13	4
CCC(=O)Nc1cccc(NC(=O)c2cc3ccccc3o2)c1	8	5
Cc1cc(C)n(-c2nc3ccccc3nc2N2CCN(S(=O)(=O)c3ccc(F)c(C)c3)CC2)n1	0	-14
Cc1ccc(C(=O)C2C(c3cccs3)NC(=O)NC2(O)C(F)(F)F)cc1 (stereo unspecified)	10	4
COc1cccc(C2NC(=O)NC(C)=C2C(=O)Nc2cccc(C)c2C)c1 (stereo unspecified)	3	5
Cc1ccc(NC(=O)COC(=O)c2ccnn2C)cc1	7	3
CCCNS(=O)(=O)c1ccc(CCC(=O)Nc2ccc3c(c2)OCO3)cc1	6	0
NC12CC3CC(C1)CC(CO)(C3)O2	-9	-2
CCSc1nc(C)c(CC)c(C)c1C(N)=O	-26	0
CCn1c(SCC(=O)Nc2nc3ccc(OC)cc3s2)nc2c1c(=O)n(C)c(=O)n2C	6	-3
O=C(CSc1nc2ccccc2c(=O)n1Cc1ccco1)c1ccccc1	11	-2
O=C(O)CC1SC(=O)N(Cc2ccccc2)C1=O (stereo unspecified)	6	1
Cc1cccc(N2CCN(C(=O)c3ccncc3)CC2C)c1 (stereo unspecified)	11	4
Cc1ccc2c(CC(=O)N3CCc4ccccc43)coc2c1	7	3
CC(=O)Nc1ccc(OC/C=C(\C)Cl)cc1	13	7
CC(NC(=O)Nc1cccnc1)(C(F)(F)F)C(F)(F)F	6	0
CCOC(=O)c1cccc(NC(=O)N[C@@H](C)C(=O)OC)c1	4	1

3 entries from above, arranged by the value under TNAP inh pNP, rising:
| mol | TNAP inh pNP |
| --- | --- |
| O=C(CSc1nc2ccccc2c(=O)n1Cc1ccco1)c1ccccc1 | -2 |
| CCSc1nc(C)c(CC)c(C)c1C(N)=O | 0 |
| c1ccc(C2C3=C(Nc4ncnn42)c2ccccc2CCC3)cc1 (stereo unspecified) | 4 |

Going on with the list:
SMILES	TNAP inh Pi	TNAP inh pNP
COC(=O)CCS(=O)(=O)c1cc(Cl)ccc1Cl	-2	-8
Clc1cccc(CSc2nnc(-c3cccnc3)n2Cc2ccco2)c1	8	3
CCCC(=O)Nc1cccn(Cc2ccccc2Br)c1=O	10	2
O=C(CS(=O)CC(=O)Nc1ccc(Cl)cc1)NCC1OCCc2ccccc21 (stereo unspecified)	0	-3
CCOC(=O)CC(=O)CSc1nc(C)cc(-c2cccnc2)c1C#N	10	-1
Cc1ccc(CN2C(=O)C(C)(C)Oc3ccc(C(=O)N4CCCCC4)cc32)cc1	3	-1
CCC(C)NC(=O)CN(c1cc(C)ccc1OC)S(C)(=O)=O (stereo unspecified)	11	0
COC(=O)C1C(c2ccccc2)C(C(=O)N2CCOCC2)C1c1ccccc1 (stereo unspecified)	9	4
CCOc1ccccc1C(=O)N(C)Cc1cc2ccccc2[nH]c1=O	5	12
Oc1ccc(C=Nc2ccc3ncccc3c2)c(O)c1	-9	-3
N#CCCN(Cc1cccnc1)S(=O)(=O)c1ccc(S(=O)(=O)NC2CCCCC2)cc1	-1	1
CC[C@H](C)[C@H](NS(=O)(=O)c1ccc(C)cc1)C(=O)N1CCC(C(=O)N[C@H](C(=O)O)C(C)C)CC1	12	6
O=C(COc1cccc2cccnc12)N1CCc2ccccc2C1	24	7
Cc1ccc(C(=O)/C=C/Nc2ccccn2)cc1	0	0
CCC(C)(C)n1nnnc1C(c1cc2ccc(C)cc2[nH]c1=O)N(Cc1cccnc1)Cc1ccco1 (stereo unspecified)	9	5
CN(C)C(CNC(=O)c1cccnc1Sc1ccccc1)c1ccco1 (stereo unspecified)	9	2
C=CCSc1nc2ccccc2n1Cc1nnc(-c2cccs2)o1	9	8
Nc1c(C(=O)NC2CCCC2)c2nc3ccccc3nc2n1/N=C/c1cccnc1	9	1
O=C(CC(C(=O)O)N1CCOCC1)Nc1ccc(Cl)cc1 (stereo unspecified)	8	1
Cn1c(C(=O)N(Cc2ccccc2)Cc2cccs2)cc2sccc21	9	5
COc1ccc(NC(=O)Nc2nnc(C(C)C)s2)cc1	10	4
Cc1onc(-c2ccccc2Cl)c1C(=O)Nc1ccc(F)c(F)c1	8	3
CCOC(=O)c1sc(C)c(C(N)=O)c1NC1=NCCCCC1	-20	1
O=C(COC(=O)Cc1ccc(S(=O)(=O)N2CCOCC2)s1)NCc1ccccc1	8	1
COc1ccccc1-c1cc(-c2cc(Cl)ccc2O)n[nH]1	3	3

(continued)
SMILES	TNAP inh Pi	TNAP inh pNP
Cc1cc(C)n(C(=O)CNC(=O)Cc2ccccc2)n1	21	8
O=c1c2c3c(sc2nc2n1CCCCC2)CCCC3	4	-2
O=C1NC(=O)C2C3c4ccccc4C(c4ccccc43)C12 (stereo unspecified)	10	2
CN(C)CCCN1C(=O)C(=O)/C(=C(/O)c2ccccc2)C1c1ccccn1 (stereo unspecified)	6	1
CCC(=O)Nc1cccc(NC(=O)COc2ccc(OC)cc2)c1	6	0
CN(C)CCOC(c1ccccc1)c1ccccc1	12	8
CCc1cc2c(CN3CCN(CC)CC3)cc(=O)oc2cc1O	-4	-20
CC1(C)CC(NC(=O)C23CCC(C)(/C(=N/O)C2)C3(C)C)CC(C)(C)N1 (stereo unspecified)	8	3
O=C(O)C1CC(=O)N(Cc2cccs2)C1 (stereo unspecified)	14	8
Cc1[nH]c2ccccc2c1C1=CN2CCS(=O)(=O)N=C2S1	18	4
CCN1CCN(Cc2ccc(OCc3ccccc3)cc2)CC1	0	2
c1cncc(Nc2nc(-c3ccncc3)cs2)c1	7	3
O=C1c2ccccc2C2(c3ccccc3)NCCN12 (stereo unspecified)	12	7
CCn1c(CN2CCN(C(=O)c3ccco3)CC2)nc2c1c(=O)n(C)c(=O)n2C	12	-1
COc1ccc(C2/C(=C(/O)c3ccccc3)C(=O)C(=O)N2CCN2CCOCC2)c(OC)c1 (stereo unspecified)	8	7
Cc1oc(C)c(C(=O)Nc2ccc(CC(=O)O)cc2)c1C(=O)Nc1ccc(CC(=O)O)cc1	0	-2
CCCCn1c(SCC(=O)Nc2nc(C)cs2)nnc1-c1cccnc1	6	6
COc1ccc(-c2csc(N3CCOCC3)n2)cc1OC	7	0
CCOc1ccc2nc(NC(=O)CSc3nc4c(c(=O)n(C)c(=O)n4C)n3CC)sc2c1	12	5
CCN(CC)CCN1C(=O)C(O)=C(C(=O)c2cc3ccccc3o2)C1c1cccnc1 (stereo unspecified)	13	-1
CCN(Cc1ccccc1)C(c1cccc(C#N)c1)c1nnnn1C(C)(C)C (stereo unspecified)	11	1
CCCCN(CC)C(=O)c1ccc(Cl)c(Cl)c1	13	7
O=C1CC(NCc2ccco2)C(=O)N1CCc1ccccc1 (stereo unspecified)	3	6
CCN(Cc1cc2ccc(C)cc2[nH]c1=O)C(=O)c1cccnc1	5	0
CSc1nnc(NC(=O)c2ccc(C)c(S(=O)(=O)N3CCOCC3)c2)s1	0	-15

Given with the structure last: entries from further up.
| TNAP inh Pi | TNAP inh pNP | compound |
| --- | --- | --- |
| 3 | 6 | O=C1CC(NCc2ccco2)C(=O)N1CCc1ccccc1 (stereo unspecified) |
| 10 | 2 | O=C1NC(=O)C2C3c4ccccc4C(c4ccccc43)C12 (stereo unspecified) |
| 8 | 7 | COc1ccc(C2/C(=C(/O)c3ccccc3)C(=O)C(=O)N2CCN2CCOCC2)c(OC)c1 (stereo unspecified) |
| 18 | 4 | Cc1[nH]c2ccccc2c1C1=CN2CCS(=O)(=O)N=C2S1 |

Laid out differently: results already given.
| compound | TNAP inh Pi | TNAP inh pNP |
| --- | --- | --- |
| O=C1NC(=O)C2C3c4ccccc4C(c4ccccc43)C12 (stereo unspecified) | 10 | 2 |
| CCN(CC)CCN1C(=O)C(O)=C(C(=O)c2cc3ccccc3o2)C1c1cccnc1 (stereo unspecified) | 13 | -1 |
| CCN(Cc1ccccc1)C(c1cccc(C#N)c1)c1nnnn1C(C)(C)C (stereo unspecified) | 11 | 1 |
| CCN(Cc1cc2ccc(C)cc2[nH]c1=O)C(=O)c1cccnc1 | 5 | 0 |
| CCOc1ccc2nc(NC(=O)CSc3nc4c(c(=O)n(C)c(=O)n4C)n3CC)sc2c1 | 12 | 5 |
| O=C1CC(NCc2ccco2)C(=O)N1CCc1ccccc1 (stereo unspecified) | 3 | 6 |

(cont.)
SMILES	TNAP inh Pi	TNAP inh pNP
c1cc2c(cc1C1=Nn3c(nnc3C3CCCCC3)SC1)OCO2	2	6
CN(C)CC(O)COc1cccc(OCC(O)CN(C)C)c1 (stereo unspecified)	11	6
O=C(Cc1ccccc1)N1CCC(c2nc3ccccc3[nH]2)CC1	7	3
COc1ccc(N2CCN(Cc3cc(=O)oc4c3ccc3ccccc34)CC2)cc1	8	0
O=C(Oc1cccc2c(=O)[nH]ccc12)c1ccccc1	5	2
COc1ccc(C(=O)Nc2cccnc2)cc1C(=O)Nc1cccnc1	8	4
Cc1cc(C)c(S(=O)(=O)Nc2ccc(O)cc2)c(C)c1	9	5
COC(=O)c1nc2nc(C)cc(C(F)(F)F)n2n1	2	4
COc1ccccc1CN1C(=O)[C@@H]2C(CCC(N)=O)NC3(C(=O)Nc4c3ccc(Cl)c4C)[C@@H]2C1=O (stereo partly specified)	9	7
COc1cccc(-n2c(SCC(=O)NC(C)(C)C)nnc2-c2ccoc2C)c1	-3	5
CCCCOc1cc(C)nc(NCc2ccccc2)n1	6	-5
Cc1ccc(N(C(=O)CNC(=O)c2ccco2)C(C(=O)NCC2CCCO2)c2ccccc2)cc1 (stereo unspecified)	6	2
N#Cc1nc(-c2cccs2)oc1NCc1ccccc1Cl	-3	5
CCCCCSc1nc(O)cc(=O)[nH]1	-1	2
O=c1cc(CSc2ccc(Cl)cc2)nc2nc[nH]n12	-5	-11
COc1ccccc1N1CCN(C(=O)c2cn(-c3ccccc3)nc2-c2cccnc2)CC1	7	9
COc1ccc(CCNC(=O)COC(=O)c2ccco2)cc1OC	-2	-13
O=C(COc1c(F)c(F)cc(F)c1F)NC(=O)NC1CCCC1	5	0
COc1ccccc1N=c1scc(-c2ccc3c(c2)NC(=O)CO3)n1CC1CCCO1 (stereo unspecified)	8	-1
O=C1c2ccccc2C(=O)C1c1ccc2ccccc2n1	-25	-6
CCn1ncc(NC(=O)Nc2cccc(C(F)(F)F)c2)c1C(N)=O	6	1
Cc1ccc(-c2nc(C#N)c(NCc3ccco3)o2)cc1	-19	4
CCOC(=O)C1(C)NC(c2ccc(N(C)C)cc2)C2C(=O)N(c3ccc(OC)cc3)C(=O)C21 (stereo unspecified)	3	3
O=C(OCC1CC(c2ccccn2)=NO1)c1ccc(Br)cc1 (stereo unspecified)	3	6
CCCn1c(N2CCN(CC(=O)c3c(C)n(C)c4ccccc34)CC2)nc2c1c(=O)[nH]c(=O)n2C	4	8

New compounds follow.
SMILES	TNAP inh Pi	TNAP inh pNP
COc1ccccc1N1CCN(C2CCN(C(=O)c3cccs3)CC2)CC1	8	4
C=CCn1c(SCc2ccccc2C#N)nnc1-c1cc(Br)ccc1O	9	3
c1ccc2c(c1)oc1c(Nc3ccc4c(c3)OCO4)ncnc12	2	-7
C=CCn1c(SCC(N)=O)nnc1-c1cccc(Br)c1	11	5
C=CCN1C(=O)CC(C(=O)NC)SC1=Nc1ccc(C(=O)OCC)cc1 (stereo unspecified)	0	0
O=C1CCCc2c1cc(C(=O)NCc1ccco1)c(=O)n2-c1ccccc1	11	6
COc1ccc(C2CC(C(F)(F)F)n3nc(C(=O)NCc4cn(C)nc4C)c(Cl)c3N2)cc1 (stereo unspecified)	4	-9
CS(=O)(=O)N(CC(=O)NCC1CCCO1)c1ccc(F)c(Cl)c1 (stereo unspecified)	22	5
Cc1ccc(C(=O)Nc2nc3ccccc3c(=O)s2)cc1	8	2
CCC1SC2=NC(C)=C(C(=O)OCCOC)C(c3ccc(C(=O)OC)cc3)N2C1=O (stereo unspecified)	6	2
CCCN1C(=O)C(O)(CC(=O)c2cccc(OC)c2)c2ccccc21 (stereo unspecified)	-19	-4
CC1(C)CC2CC(C)(CN2C(=O)CN2C(=O)c3ccccc3C2=O)C1 (stereo unspecified)	6	3
CC(C)(Oc1ccc(Cl)cc1)C(=O)Nc1ccc2oc(-c3ccncc3)nc2c1	-6	-8
CCn1c(-c2c[nH]c3ccccc23)n[nH]c1=S	0	0
O=C(O)C1C2C=CC(O2)C1C(=O)NCc1ccc2c(c1)OCO2 (stereo unspecified)	11	1
